IAP activation = activators of mouse IAP, confirmation, biochemical, luminescence, single concentration (AID 434970); purified mouse IAP, CDP-Star luminescence, 30 min; hits give low values; activity change, negative = activation, % at 10 µM; hit rate 2.9% among 11,000; in the data active = activity change below about -85%;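 also: percent relative to enzyme plus DMSO wells and wells without enzyme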
IAP activation Fold change = further read-out of IAP activation, marked with its call; activation factor; measured here: IAP activation factor; hits give high values;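 fold luminescence change scaled to plate control wells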
An asterisk follows results filed as active.

no. | molecule | IAP activation | IAP activation Fold change
1 | CC12CC(c3ccccc3O1)N(C(=O)c1ccco1)C(=S)N2c1ccc(F)cc1 (stereo not given) | 12 | 0.88
2 | Cc1noc(C)c1S(=O)(=O)N(C)C[C@H]1Oc2ccc(NC(=O)NC3CCCCC3)cc2C(=O)N([C@H](C)CO)C[C@@H]1C | -82 | 1.8
3 | Cc1cc(C)c(O)c(-c2cc(C(=O)Nc3ccc(S(=O)(=O)N4CCOCC4)cc3)[nH]n2)c1 | 0 | 1
4 | Cc1ccc(S(=O)(=O)NNC(=O)C2CCN(S(=O)(=O)c3ccc(C)cc3)CC2)cc1 | 4 | 0.96
5 | COc1ccc2c(C)cc(=O)[nH]c2c1 | 3 | 0.97
6 | N#C/C(=N\Nc1ccc(Cl)cc1)C(=O)c1ccccc1 | 18 | 0.82
7 | C=CCC1c2cccc(C(=O)OC)c2C(=O)N1c1ccccc1 (stereo not given) | 9 | 0.91
8 | CCOC(=O)c1cnc(SC)nc1Oc1cccc(NS(=O)(=O)c2ccc(C)cc2)c1 | 11 | 0.89
9 | CS(=O)(=O)N(Cc1ccccc1)c1ccc(C(=O)N2CCc3ccccc3C2)cc1 | -2 | 1
10 | C/C(=N\NC(=O)CSCc1ccccc1Br)c1cccc([N+](=O)[O-])c1 | -4 | 1
11 | CCOc1ccc2[nH]c3c(NCCC(C)C)ncnc3c2c1 | -85 | 1.8
12 | O=C1CS(=O)(=O)N(Cc2ccccc2F)c2ccc(Br)cc21 | -1 | 1

Following part
no. | molecule | IAP activation | IAP activation Fold change
13 | CC(=O)c1ccc(OC(=O)c2ccc(Br)o2)cc1 | -5 | 1.1
14 | CC[C@H](C)[C@@H](C(=O)NCCCCCCCCCCC(=O)N1CCN(C(=O)OC(C)(C)C)CC1)n1cc(CCCCN=C(NC(=O)OC(C)(C)C)NC(=O)OC(C)(C)C)nn1 | -128* | 2.3*
15 | CC(=O)Nc1ccc(C2=NN(c3ccccc3)C(c3ccccc3)C2)cc1 (stereo not given) | -36 | 1.4
16 | CCC1(C(=O)OC)NC(c2ccco2)C2C(=O)N(c3ccc(C)cc3)C(=O)C21 (stereo not given) | -2 | 1
17 | NC(=O)CN1N=C(c2cc(Cl)sc2Cl)CSC1=O | 11 | 0.89
18 | FC(F)Oc1ccc(NC(=S)NC2CCSc3ccccc32)cc1 (stereo not given) | -175* | 2.8*
19 | COc1ccc(-c2noc(CSc3ccccc3)n2)cc1OC | -6 | 1.1
20 | CC(C(=O)Nc1nccs1)N1C(=O)C2CC=CCC2C1=O (stereo not given) | 5 | 0.95
21 | COc1ccc(S(=O)(=O)/N=C2/NC(=O)/C(=C\c3ccco3)S2)cc1 | 64 | 0.36
22 | CC(C)NS(=O)(=O)c1ccc(Oc2ncc(C(F)(F)F)cc2Cl)cc1 | -3 | 1
23 | CCCNC(=O)COC(=O)c1ccc(OCC(=O)Nc2ccccc2OC)c(OC)c1 | 2 | 0.98
24 | Cn1cc(C(=O)c2ccccc2)cc1-c1nc2ccccc2n1C | -13 | 1.1

Continuation.
no. | molecule | IAP activation | IAP activation Fold change
25 | COc1ccc(C(=O)OC(C(=O)c2ccccc2)c2ccccc2)cc1 (stereo not given) | 2 | 0.98
26 | c1ccc(N2CCN(c3nc4cc5c(cc4s3)OCO5)CC2)cc1 | 15 | 0.85
27 | COc1ccccc1C(CC(=O)Nc1ccc(Cl)cc1)c1ccc(OC(C)C)cc1 (stereo not given) | -91* | 1.9*
28 | Oc1c(Cl)cc(Cl)cc1C=Nc1ccc2c(c1)OCCO2 | 7 | 0.93
29 | O=C(Nc1cccc2ccccc12)c1cn(-c2ccccc2)nc1-c1cccs1 | -57 | 1.6
30 | CCOC(=O)CC(C#N)c1c[nH]c2ccccc12 (stereo not given) | 6 | 0.94
31 | CCOC(=O)c1ccc2c(c1)C1C=CCC1C(C(=O)O)N2 (stereo not given) | 33 | 0.67
32 | CCCN(CCC)C(=O)CCS(=O)(=O)c1cccc2nsnc12 | 6 | 0.94
33 | CCN1CCN(C(=O)CCc2nc3ccccc3c(=O)[nH]2)CC1 | -12 | 1.1
34 | CCOC(=O)c1cccc(NC(=O)Nc2cc(OC)ccc2OC)c1 | -69 | 1.7
35 | Cc1ccc(S(=O)(=O)C2(S(=O)(=O)c3ccc(C)cc3)CCCC2)cc1 | 5 | 0.95
36 | CCOC(=O)c1cc(-c2ccncc2)nc2c1c(C)nn2-c1ccccn1 | 5 | 0.95

Record cards, from the list above.
`CCN1CCN(C(=O)CCc2nc3ccccc3c(=O)[nH]2)CC1` reads IAP activation: -12; IAP activation Fold change: 1.1
`O=C(Nc1cccc2ccccc12)c1cn(-c2ccccc2)nc1-c1cccs1` reads IAP activation: -57; IAP activation Fold change: 1.6

The list goes on:
no. | molecule | IAP activation | IAP activation Fold change
37 | CCN1CCN(C(=O)CCCCCn2c(=O)[nH]c3cc(C(=O)OC)ccc3c2=O)CC1 | 4 | 0.96
38 | O=C(NN1C(=O)/C(=C/C=C/c2ccco2)SC1=S)c1ccncc1 | 77 | 0.23
39 | COc1ccccc1Nc1nc(N)nc(CN2CCC(Cc3ccccc3)CC2)n1 | -4 | 1
40 | N#Cc1nc(COc2ccc(Cl)cc2)oc1N1CCCCCC1 | 4 | 0.96
41 | Cc1ccc(SCc2nc3ccccc3n2CC(=O)Nc2ccc(Cl)cc2)cc1 | -86* | 1.9*
42 | Cc1cccc(C2=NN(c3ccccc3)[C@H](CO)[C@H]2c2ccc(F)cc2)c1 | -73 | 1.7
43 | CCC(C)(C)NC(=O)C(c1ccc(C)cc1)N(Cc1ccco1)C(=O)Cn1nnc2ccccc21 (stereo not given) | 0 | 1
44 | Cc1cc(NS(=O)(=O)Cc2ccccc2)no1 | -2 | 1
45 | Clc1cccc(NCc2nnc(SCc3ccccc3)o2)c1 | 2 | 0.98
46 | COc1cccc(NC(=O)C23CCC(C)(C(=O)O2)C3(C)C)c1 (stereo not given) | 10 | 0.9
47 | O=C(NCc1ccccc1)c1cc2nc(C3CC3)cc(C(F)(F)F)n2n1 | 4 | 0.96
48 | COc1ccccc1[C@@H]1C(c2ccccc2)=NN(c2ccccc2)[C@H]1C(=O)N1CCOC1=O | -3 | 1

New compounds follow.
no. | molecule | IAP activation | IAP activation Fold change
49 | COc1cc(O)oc1C=Nc1ccc(Cl)cc1Cl | 4 | 0.96
50 | N#CCSc1nnc(COc2cccc3ccccc23)n1-c1cccc(Cl)c1 | 14 | 0.86
51 | O=C(CSc1nnc(C2CC2)n1Cc1ccccc1)NCc1ccccc1 | -5 | 1.1
52 | O=C(c1cc2ccccc2[nH]1)N1CCOCC1 | 2 | 0.98
53 | Cc1ccccc1C1C(C#N)=C2N=C(N)c3c(sc4c3CCCCC4)N2C2=C1C(=O)CCC2 (stereo not given) | 17 | 0.83
54 | COc1cc2c(cc1OC)[C@@H](NC(=O)Cc1ccc(F)cc1)[C@H](OCc1ccccc1)C2 | -43 | 1.4
55 | CCOC(=O)N1CCC(NCCNC(=O)c2ccc(Cl)cc2)CC1 | 8 | 0.92
56 | Cc1ccc(-c2nn3c(C)nnc3s2)cc1NC(=O)c1cccnc1 | 6 | 0.94
57 | COc1ccc(-c2cccc(CCC(=O)N3CCN(c4cc(C)ccc4C)CC3)c2)cc1 | 1 | 0.99
58 | O=C(Nc1ccc(Cl)cc1)[C@@H]1[C@@H]2C(=O)N(c3ccc(Cl)cc3Cl)C(=O)[C@@H]2[C@H]2C=CC=NN21 | 0 | 1
59 | CC(=O)Nc1ccc(S(=O)(=O)NCc2ccc(C)cc2)cc1 | 1 | 0.99
60 | O=c1[nH]c2ccc(S(=O)(=O)N3CCN(c4ccccc4F)CC3)cc2s1 | 5 | 0.95

The results go on.
no. | molecule | IAP activation | IAP activation Fold change
61 | Cc1ccc(-c2nn3c(C)nnc3s2)cc1NC(=O)c1ccc(-c2cccc(Cl)c2)o1 | 15 | 0.85
62 | CC1(c2ccccc2Cl)NC(=O)N(CC(=O)NC(=O)NCc2ccco2)C1=O (stereo not given) | 0 | 1
63 | Cc1nc(NC2=NCN(CCCN3CCOCC3)CN2)nc2c(C)cccc12 | 4 | 0.96
64 | C[C@@H](NC(=O)Cn1cnc2c(NCc3ccccc3)ncnc21)c1cccc2ccccc12 | 3 | 0.97
65 | Cc1ccc(C)c(CN2CCC(CNC(=O)Nc3ccc(Br)cc3F)CC2)c1 | -55 | 1.5
66 | Cc1ccccc1NC(=S)C1=C(O)c2sccc2N(C)S1(=O)=O | 20 | 0.8
67 | CCC(C)c1ccc(C(C)NC(=S)NCc2ccc(F)cc2)cc1 (stereo not given) | -30 | 1.3
68 | CN(CCNC(=O)C1(O)c2ccccc2NC(=O)N1c1ccccc1)Cc1ccccc1 (stereo not given) | -11 | 1.1
69 | COCCNC(=O)c1cc2sc3ccccc3c2s1 | -11 | 1.1
70 | O=C1C[C@@H]2CCN3C(=O)CCC[C@@H]([C@H]23)[C@@H]1Cc1ccccc1 | 4 | 0.96
71 | COCC(=O)Nc1nc2ccc(S(C)(=O)=O)cc2s1 | 0 | 1
72 | O=C(c1cccs1)c1coc2ccc(O)cc12 | 4 | 0.96

Remaining list, next part:
no. | molecule | IAP activation | IAP activation Fold change
73 | O=C1CCCN1CCCN1C(=O)N[C@@H](Cc2ccccc2)C1=O | 0 | 1
74 | N#Cc1c(-c2ccccc2)nc2n(c1=O)CCS2 | 8 | 0.92
75 | Nc1nnc(Cc2ccccc2)s1 | -11 | 1.1
76 | CCOc1ccc(N(CC(=O)Nc2ccc(C)c(C)c2)S(=O)(=O)c2c(C)noc2C)cc1 | -53 | 1.5
77 | CCC(=NCc1ccco1)c1c(C(F)(F)F)[nH]n(-c2nc3ccccc3s2)c1=O | 1 | 0.99
78 | Cc1cccc(C)c1NC(=O)CCCSc1nnnn1C | 13 | 0.87
79 | COc1ccccc1NC(=O)C(CC(C)C)NC(=O)C1CCCCC1 (stereo not given) | -8 | 1.1
80 | Nc1nnc(CC(c2ccccc2)c2ccccc2)s1 | 4 | 0.96
81 | COc1ccc(NC(=O)Nc2ccc3c(c2)C(=O)N([C@H](C)CO)C[C@H](C)[C@@H](CN(C)S(=O)(=O)c2ccc(F)cc2)O3)cc1 | -101* | 2*
82 | COc1ccc(Br)cc1S(=O)(=O)N1CC(C)OC(C)C1 (stereo not given) | -1 | 1
83 | CC1CN(c2nc(-c3ccc(Br)cc3)nnc2-c2ccccc2)CC(C)N1 (stereo not given) | 12 | 0.88
84 | COc1ccc(OC)c(NC(=O)CSc2ncnc3c2cnn3-c2ccccc2Cl)c1 | 9 | 0.91

(next part)
no. | molecule | IAP activation | IAP activation Fold change
85 | O=c1[nH][nH]c(C(F)(F)F)c1C=Nc1ccc(Cl)cc1 | -5 | 1
86 | CCOc1ccc(C2N(c3cc(C)on3)C(=O)C3CCCN32)cc1OC (stereo not given) | -5 | 1.1
87 | CCN(CC)CCNS(=O)(=O)c1ccc(Cl)cc1 | -2 | 1
88 | Cc1cc(C(=O)CSc2nnc(-c3ccc(Cl)cc3)n2CC2CCCO2)c(C)n1C (stereo not given) | -2 | 1
89 | O=S(=O)(c1cc(Cl)ccc1Cl)N1CC2CCCN2c2ccc(C(F)(F)F)cc21 (stereo not given) | 9 | 0.91
90 | CC(C)(C)OC(=O)N1O[C@H]2CC1[C@@H]1[C@@H]2N=NN1CCc1ccncc1 | -1 | 1
91 | N#Cc1cc(Oc2ccc(Cl)cc2)c(N2CCOCC2)cc1C#N | 13 | 0.87
92 | CCCc1[nH]nc2c1C(c1ccccc1OCC)C(C#N)=C(N)O2 (stereo not given) | 8 | 0.92
93 | CC(NC(=S)Nc1cccc(C(F)(F)F)c1)C(C)(C)C (stereo not given) | -4 | 1
94 | CCCCC(NC(=O)c1ccccc1)C(=O)OCC(=O)N1c2ccccc2Sc2ccccc21 (stereo not given) | -17 | 1.2
95 | CC[C@]12c3[nH]c4cc(CCC(=O)N(C)C)ccc4c3CCN1C(=O)[C@@H](CC(=O)NCCN1CCOCC1)C[C@@H]2C(=O)N1CCN(C(=O)c2ccco2)CC1 | -10 | 1.1
96 | CC(C)CC(=O)Nc1ccc2c(c1)oc1ccccc12 | -12 | 1.1

(next part)
no. | molecule | IAP activation | IAP activation Fold change
97 | Cc1ccc(OCCN2C(=O)c3ccccc3C2=O)c(C)c1 | 14 | 0.86
98 | CCOC(=O)N1CCN(S(=O)(=O)c2ccc3c(c2)SCC(=O)N3)CC1 | -6 | 1.1
99 | O=C(NCc1cccnc1)c1ccc(NC(=O)c2ccco2)cc1 | 10 | 0.9
100 | COc1ccc(/C=N/NC(N)=S)cc1OC(=O)c1ccccc1 | 8 | 0.93
101 | Cc1ccc(-c2cn3nc(C)c(C)nc3n2)cc1 | 8 | 0.92
102 | Cc1cccc(N2CCN(C(=O)c3ccc(NC(=O)C4CCCO4)cc3)CC2C)c1 (stereo not given) | 1 | 0.99
103 | O=C(CSc1nnc(Cc2cc(=O)[nH]c(=O)[nH]2)n1-c1ccccc1)NCC1CCCO1 (stereo not given) | 7 | 0.93
104 | CCn1nc(C(=O)Nc2cccc(C(F)(F)F)c2)c(Cl)c1Cl | 5 | 0.95
105 | O=C(Nc1ccccc1)c1ccc(NCCN2CCOCC2)c(S(=O)(=O)N2CCOCC2)c1 | 5 | 0.95
106 | Fc1ccc(C(c2nnnn2CCc2ccccc2)N2CCCc3ccccc32)cc1 (stereo not given) | 7 | 0.93
107 | Cc1ccc(-n2cc3ccc([N+](=O)[O-])cc3n2)cc1 | 8 | 0.92
108 | O=C(CCCn1c(=O)[nH]c2ccsc2c1=O)N1CCN(Cc2ccc3c(c2)OCO3)CC1 | 5 | 0.95

Further results follow:
no. | molecule | IAP activation | IAP activation Fold change
109 | COC(=O)[C@@]1(C)[C@H]2C(=O)N(Cc3ccccc3)C(=O)[C@H]2[C@H]2CN(C)C(=NC3CCCCC3)N21 | -5 | 1.1
110 | N#Cc1ccc(CSc2nnc(-c3ccncc3)n2CCc2ccccc2)cc1 | 9 | 0.91
111 | CCc1nnc(NC(=O)Cn2ccc(C(F)(F)F)n2)s1 | 3 | 0.97
112 | CCOC(=O)C1(C)Oc2ccccc2C(c2ccc(OC)cc2)=C1C(=O)OC (stereo not given) | -6 | 1.1
113 | O=C(CCCN1C(=O)/C(=C/c2ccco2)SC1=S)Nc1ccccc1C(=O)O | 62 | 0.39
114 | Cc1ccc(C(=O)NC(C)c2nc3ccccc3n2CC(=O)Nc2c(C)cc(C)cc2C)cc1 (stereo not given) | -10 | 1.1
115 | COc1ccc2c(CC(=O)Nc3ccc(OC)c(NS(=O)(=O)c4ccc(F)cc4)c3)coc2c1 | -5 | 1

Screening results (PubChem)

This is a subset (hit frequency here may not be typical).
